DDE Tn7 FP inh: disrupts Tn7 cyclic peptide binding to fibrin D-Dimer-E complex | P02675 | FP displacement of FITC-Tn7 peptide from fibrin DD(E); 0% = median of compound wells per plate | inhibition, % at 8.3 µM | hit rate 0.13% among 370,000;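 active = inhibition above the mean of compounds falling within the control limits plus 3 SD of them, cut at about 14% in these data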;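 note: 0% = plate median of compound wells and 100% = 10 µM Aha-Tn7 peptide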
Target sequence (P02675 whole entry, looked up): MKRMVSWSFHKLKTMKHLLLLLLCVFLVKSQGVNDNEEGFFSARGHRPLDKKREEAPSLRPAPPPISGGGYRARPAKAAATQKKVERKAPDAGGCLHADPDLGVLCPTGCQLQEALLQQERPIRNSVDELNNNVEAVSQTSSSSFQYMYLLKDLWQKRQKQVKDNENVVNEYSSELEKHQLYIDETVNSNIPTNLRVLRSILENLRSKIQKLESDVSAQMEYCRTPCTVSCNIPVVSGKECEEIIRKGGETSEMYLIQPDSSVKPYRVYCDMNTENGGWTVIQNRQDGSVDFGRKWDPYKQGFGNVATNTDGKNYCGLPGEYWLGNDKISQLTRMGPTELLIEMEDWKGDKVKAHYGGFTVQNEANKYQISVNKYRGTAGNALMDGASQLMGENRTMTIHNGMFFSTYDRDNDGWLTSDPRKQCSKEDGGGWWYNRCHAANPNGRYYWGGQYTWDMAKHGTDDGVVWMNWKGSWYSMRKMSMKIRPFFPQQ
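Assay system: human fibrin DD(E) protein / Input: 2 µM fibrin DD(E) / Benchmarks: high control of 10 µM Aha-Tn7 peptide / Measured by: fluorescence polarization of the labelled Tn7 tracer / Medium: Tris buffer with calcium and detergent, pH 7.8 / Timing: 10 min compound pre-incubation, 3 h probe incubation at room temperature / Repeats: one replicate per compound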
ARFGAP1 inhibitor: inhibitors of rat ARFGAP1 | Arfgap1-stimulated ARF1 GTP hydrolysis, GDP FP detection | Q62848 | hit rate 0.26% among 360,000 | inhibition, % at 16.5 µM;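 active = inhibition above a per-plate limit, mean inhibition of low control wells plus 3 SD, cut at about 25% in these data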;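 note: 0% = DMSO wells with enzyme and 100% = wells lacking Arfgap1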
Target sequence (Q62848 1-136 limits assumed): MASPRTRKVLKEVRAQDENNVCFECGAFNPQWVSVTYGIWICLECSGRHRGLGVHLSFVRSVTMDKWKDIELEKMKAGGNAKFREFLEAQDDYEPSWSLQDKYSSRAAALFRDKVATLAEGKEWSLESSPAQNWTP
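system = rat Arfgap1 catalytic domain, aa 1-136 | technique = FP, GDP Alexa 633 tracer displaced from anti-GDP antibody, 620/688 nm | compound = one concentration, 16.5 µM, DMSO 1.26% | medium = HEPES-based buffer, pH 7.5 | timing = compound-enzyme preincubation 20 min, reaction 120 min, detection 60 min, 25 °C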
ADAM17 inh: inhibitors of human ADAM17. recombinant ADAM17, EDANS/DABCYL FRET peptide cleavage. hit rate 0.83% among 370,000. inhibition, % at 6.95 µM. AID 720648;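 active = inhibition above the mean of compounds lying between control limits plus 3 SD, set per campaign, cut at about 8.5% in these data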;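 note: 0% = DMSO-only wells as the low control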
TDP2 inh: TDP2 (human) inhibition, absorbance primary screen. inhibition, % at 12.8 µM. AID 720702. O95551. recombinant TDP2, T5PNP hydrolysis, p-nitrophenol absorbance 415 nm. hit rate 0.34% among 370,000;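 active = inhibition above the mean of all tested compounds plus 3 SD, set per campaign, cut at about 25% in these data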;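 note: 0% = DMSO with enzyme and 100% = buffer with substrate but no TDP2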
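Read-out basis: percent inhibition. System: recombinant human TDP2. Buffer or medium: Mg2+-containing Tris-HCl buffer, pH 7.5. Repeats: single replicate. Timing: reaction 2 h, 37 °C. Benchmarks: high control without enzyme, low control DMSO plus TDP2. Probe or stimulus: 5 mM T5PNP. Doses: 12.8 µM only. Measured by: epi absorbance of p-nitrophenol freed from T5PNP by hydrolysis.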
Tn6 DDE FP: DD(E)-Tn6 binding inhibition, primary FP screen; P02675; Fibrin DD(E) TRITC-Tn6 fluorescence polarization displacement; inhibition, % at 8.3 µM; hit rate 0.21% among 370,000;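 active = inhibition above a per-campaign cutoff: mean of compounds within control limits plus 3 SD, cut at about 15% in these data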;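 note: 0% = median of all compound wells on the plate and 100% = blocking peptide control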
PLCg1 inh: PLC-gamma1 (human) inhibition, primary screen | AID 720700 | hit rate 0.84% among 370,000 | P19174 | purified PLC-gamma1, fluorogenic substrate, fluorescence | inhibition, % at 12.2 µM; in the data active = inhibition above about 9.5%
LEDGF integ inh: blocks HIV-1 LEDGF/p75-dependent DNA integration; TR-FRET IN-LEDGF/p75 DNA integration, Eu/Cy5; inhibition, % at 3.7 µM; hit rate 0.64% among 370,000; AID 743269;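 active = inhibition above the screen-wide mean plus 3 SD, cut at about 13% in these data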;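 note: signal is the Cy5 over europium emission ratio at 671 and 618 nm; 0% = plate median of compound wells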
ADAM10 inh: ADAM10 inhibition, QFRET primary screen. AID 720582. hit rate 0.62% among 370,000. O14672. inhibition, % at 7 µM. recombinant ADAM10, EDANS/DABCYL FRET peptide cleavage, 3 h;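 active = inhibition above a per-campaign cutoff equal to the mean of compounds falling between control-based bounds plus 3 SD, cut at about 20% in these data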;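 note: 0% = DMSO wells while the 100% control is not disclosed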
proKLK7 act: activates the human kallikrein-7 zymogen; P49862; purified proKLK7, EDANS-DABCYL substrate fluorescence; 100% is mature enzyme control, 0% vehicle; activation, % at 7 µM; hit rate 0.9% among 370,000;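 active = activation above the mean of all tested compounds plus 3 SD, computed per campaign excluding outliers beyond control limits, cut at about 13% in these data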
ASAP1 GAP inh: blocks human ASAP1-stimulated Arf1 GTP hydrolysis | Q9ULH1 | GDP FP detection | inhibition, % at 16.5 µM | hit rate 0.19% among 360,000; in the data active = inhibition above about 25%;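 note: 0% = vehicle with enzyme and substrate and 100% = no enzyme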
Target sequence (Q9ULH1 325-724 limits assumed): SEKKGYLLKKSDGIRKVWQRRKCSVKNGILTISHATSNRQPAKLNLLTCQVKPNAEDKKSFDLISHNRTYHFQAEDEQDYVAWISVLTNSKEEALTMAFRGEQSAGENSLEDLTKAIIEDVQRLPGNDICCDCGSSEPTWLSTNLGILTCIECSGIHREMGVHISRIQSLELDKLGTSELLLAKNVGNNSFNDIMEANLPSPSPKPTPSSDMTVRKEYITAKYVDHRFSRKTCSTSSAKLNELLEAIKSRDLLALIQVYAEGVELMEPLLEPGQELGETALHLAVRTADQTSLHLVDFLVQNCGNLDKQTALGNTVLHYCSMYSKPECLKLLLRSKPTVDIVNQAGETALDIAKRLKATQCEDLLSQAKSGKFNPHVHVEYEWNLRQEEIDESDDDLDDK
* hit, by the source's call; · = not tested or not shown.

SMILES	DDE Tn7 FP inh	ARFGAP1 inhibitor	ADAM17 inh	TDP2 inh	Tn6 DDE FP	PLCg1 inh	LEDGF integ inh	ADAM10 inh	proKLK7 act	ASAP1 GAP inh
CCC(C)N=C1SCC(C)(/C=N/O)S1 (configuration not stated)	2	4	-4	-1	1	-2	-1	-12	0.0	9
O=S(=O)(NCCc1ccccn1)c1ccc(F)c(F)c1	1	1	0	-8	12	4	-3	7	0.8	3
O=C(Nc1cccc(Cl)c1N1CCCCC1)c1ccc(N2CCOCC2)c([N+](=O)[O-])c1	-2	-12	2	5	6	0	0	-1	0.0	3
CC(C)NC(=O)c1sc(=S)n2c1[nH]c(=O)c1ccc(C(=O)NCCc3ccc(Cl)cc3)cc12	8	-14	-1	5	-5	-2	-3	0	0.0	9
Cc1c(Cl)cccc1NC(=O)C1CCN(c2cnccn2)CC1	2	8	-3	-5	3	-2	3	-2	-0.1	-6
O=c1c2ccccc2c(C=Nc2ccc(Cl)cn2)c(O)n1-c1cc(Cl)ccc1N1CCOCC1	0	21	-10	3	-4	-13	2	-18	-0.7	1
C=CCN1C=C/C(=C\C=C(C#N)C#N)c2ccccc21	-4	2	1	-4	-5	2	-2	2	0.3	7
Cc1nc(SCC(=O)NC2CCS(=O)(=O)C2)c2c3c(sc2n1)CCC3 (configuration not stated)	-4	7	-1	-14	2	-3	2	-10	0.6	-3
CCc1ccc(OCC(=O)Nc2ccc(-c3nc4ccccc4o3)c(O)c2)cc1	3	4	-7	4	-3	-40	6	-7	0.5	12
O=[N+]([O-])c1ccc(N(CC2CO2)S(=O)(=O)c2ccccc2)cc1 (configuration not stated)	1	6	-2	-4	3	0	-7	-3	-0.2	3
O=C(NCCc1ccccc1)[C@@H]1CC=C[C@@H]2CCN(C3CCCCC3)C(=O)[C@@H]21	9	-15	-1	8	9	1	1	-7	-0.2	-3
CCOC(=O)c1c(NC(=O)CSc2nnc(-c3cccnc3)o2)sc(C)c1C	0	-12	0	0	-6	2	4	8	0.7	11
COc1ccc(CNC(=O)COC(=O)[C@H](Cc2c[nH]c3ccccc23)NC(=O)c2cccs2)cc1	-5	-6	7	2	-3	3	2	14	0.2	16
COc1ccc(Br)c(-c2nnc(CS(=O)(=O)c3ccccc3)o2)c1	9	-1	0	2	-5	-1	3	-2	-0.1	3
Cc1cccc(NC(=O)NCC(F)(F)F)n1	4	-2	-4	1	-2	0	-3	7	-0.3	0
CCn1ncc(S(=O)(=O)N2CCN(c3cccc(OC)c3)CC2)c1C	-6	11	3	15	-5	0	0	1	0.5	5
O=C(c1ccc(F)cc1)N1CCN(Cc2ccccc2)CC1	2	-5	-5	9	-2	0	0	2	0.4	-1
COc1cccc(NC(=O)C(=O)N/N=C/c2ccc3c(c2)OCO3)c1	1	1	-5	-5	5	1	2	-10	-0.3	2
CC(C)C(=O)Nc1ccc(NC(=O)c2ccc3c(c2)OCO3)cc1	-1	-1	-1	0	1	2	-3	-6	0.2	-5
CCCCn1cnc(C(=O)OCC)c1N	-11	1	-1	3	-2	1	2	-2	0.6	2
Cc1[nH]c(=S)[nH]c(=O)c1CCOc1ccccc1	-3	2	-4	6	-4	1	-1	-4	0.7	7
CCN(CC(=O)Nc1ccc(NC(C)=O)cc1)C(=O)C1CCCC1	3	9	1	1	1	-4	1	0	-0.7	4
CCCCn1c(N)c(N(CCOC)C(=O)C(C)N2C(=O)c3ccccc3C2=O)c(=O)[nH]c1=O (configuration not stated)	-7	-3	0	0	-5	1	-2	-1	-0.5	-8
O=C(CCCCCN1C(=O)C2C3C=CC(C3)C2C1=O)N1CCN(c2ncccn2)CC1 (configuration not stated)	-3	·	-2	0	4	-3	-4	-24	-0.3	·
COc1cccc(-n2c(N)cc(=O)nc2SCC(=O)Nc2cc(C)on2)c1	5	7	-8	6	10	-3	0	-16	-0.7	-14
O=C(NNc1c([N+](=O)[O-])cc(C(F)(F)F)cc1[N+](=O)[O-])c1ccco1	-8	8	4	-10	-10	9	3	14	-0.2	1
Cc1ccnc(NC(=O)CCC(=O)N(CC(=O)NCc2ccccc2)c2ccc3c(c2)OCO3)c1	-1	-21	0	6	2	2	1	-7	0.1	-2
O=C(Cn1c(NCCCO)nc2ccccc21)c1ccc(F)cc1	1	-3	-6	9	-10	0	-2	-5	-0.4	-8
Cc1ccc(S(=O)(=O)NCCCNC(=O)N2CCOCC2)cc1	-4	6	-2	6	-10	2	0	8	0.2	-2
CCOC(=O)N1CCN(C(=O)c2ccc3c(=O)n(Cc4ccc(Cl)cc4)c(=S)[nH]c3c2)CC1	10	4	-1	-11	-4	-2	-1	13	0.1	-14
COc1ccc(-c2cc(C(F)(F)F)nc(SCCC(=O)N3CCCC3)n2)cc1	5	7	-4	-1	5	-5	3	-11	-0.8	0
CCN(CC)C(=O)c1cccc(-c2csc(C(O)c3ccco3)n2)c1 (configuration not stated)	-7	-5	-8	-11	-2	-53	5	-33	-6.3	-11
COc1ccc(CCC(=O)Nc2c(C)n(C)n(-c3ccccc3)c2=O)cc1	4	-5	-2	0	4	2	4	-3	0.3	-23
CN(C(=O)c1cccc(NC(=O)Cc2ccc(NC(=O)C3CCCN(C(=O)C4CCC4)C3)cc2)c1)C1CCCCC1 (configuration not stated)	3	-5	-4	2	-5	1	-6	-2	0.8	-11
COC(=O)[C@]12C[C@H](CC(=O)NCc3cccs3)C(=O)N(Cc3ccco3)C1=C[C@H](COCc1ccccc1)O[C@@H]2C	7	·	-2	10	-1	0	-3	-2	0.0	·
COC(=O)c1ccc(C2Nc3ccc(/C(C)=N/NC(=O)C(OC)c4ccccc4)cc3C3C=CCC32)cc1 (configuration not stated)	-8	9	0	5	-9	-80	-2	-11	-0.2	19
CN=C1S/C(=C\c2c(OC)cc(OC)cc2OC)C(=O)N1C	6	-11	-2	7	-2	-77	-2	-4	-2.7	-17
COC(=O)CCCCC1SCC2NC(=O)NC21 (configuration not stated)	-5	6	0	5	0	2	1	-36	-0.2	-9
O=C(NCCNC(=O)c1cc(Cl)ccc1Cl)c1ccccn1	4	-1	-7	-6	1	-2	2	5	-1.1	2
Cc1cc(C(=O)CSc2nc(N)cc(=O)[nH]2)c(C)n1CCc1ccc(F)cc1	2	2	-1	1	-2	-2	-1	7	0.3	14
Cc1ccc(S(=O)(=O)N2CC(O)CC2C(=O)OCc2nc3sc(C)c(C)c3c(=O)[nH]2)cc1 (configuration not stated)	-1	-16	2	0	9	-1	0	1	0.2	1
O=C(CN(C(=O)CCC(=O)Nc1nccs1)c1ccc(F)cc1)NCc1ccc(F)cc1	-1	6	-6	-16	-10	3	-6	-11	0.3	14
O=S1(=O)NC2CCCCCN2c2ccc(F)cc21 (configuration not stated)	6	-3	-75	-1	-2	-31	3	-283	-0.2	-4
CC1CCC2(CC1)NC(=O)N(NC(=O)CSc1nnc(NC3CC3)s1)C2=O (configuration not stated)	5	6	-3	-1	-2	0	-3	-14	0.4	-6
O=C(COC(=O)c1cccc(C(=O)OCC(=O)NC2CCCCC2)n1)NC1CCCCC1	3	2	-1	-15	1	1	0	-2	0.3	-8
CCN(CC)C(=O)C1CCN(S(=O)(=O)c2c(C)noc2/C=C/c2cccc(C)c2)CC1	2	-9	6	-2	2	-8	8	4	0.5	2
CN1CCCN(C(=O)c2c(F)cccc2Cl)CC1	0	0	-2	-1	-1	3	5	10	-0.3	9
CCCCn1c(N)c(N(CCOC)C(=O)C2CCN(S(=O)(=O)c3ccccc3)CC2)c(=O)[nH]c1=O	-1	-1	-7	2	2	0	-2	-15	1.1	4
Oc1ccc(Br)cc1-c1cc(-c2ccccc2)n[nH]1	0	21	5	-6	7	1	-6	19	-0.2	12
Cc1nc2ccc(NC(=O)CCS(=O)(=O)c3ccccc3)cc2s1	0	1	-3	7	0	-3	1	-4	-0.1	8

Part of the list above, set out differently:
Values in the order – DDE Tn7 FP inh | ARFGAP1 inhibitor | ADAM17 inh | TDP2 inh | Tn6 DDE FP | PLCg1 inh | LEDGF integ inh | ADAM10 inh | proKLK7 act | ASAP1 GAP inh
O=S1(=O)NC2CCCCCN2c2ccc(F)cc21 (configuration not stated)
→ 6 | -3 | -75 | -1 | -2 | -31 | 3 | -283 | -0.2 | -4
O=C(COC(=O)c1cccc(C(=O)OCC(=O)NC2CCCCC2)n1)NC1CCCCC1
→ 3 | 2 | -1 | -15 | 1 | 1 | 0 | -2 | 0.3 | -8
CCCCn1c(N)c(N(CCOC)C(=O)C2CCN(S(=O)(=O)c3ccccc3)CC2)c(=O)[nH]c1=O
→ -1 | -1 | -7 | 2 | 2 | 0 | -2 | -15 | 1.1 | 4

(cont.)
SMILES	DDE Tn7 FP inh	ARFGAP1 inhibitor	ADAM17 inh	TDP2 inh	Tn6 DDE FP	PLCg1 inh	LEDGF integ inh	ADAM10 inh	proKLK7 act	ASAP1 GAP inh
CCCNC(=O)N1CCN(C(c2ccccc2)c2ccccc2)CC1	2	-12	0	3	-1	0	-2	3	0.1	-6
COc1ccc(-c2nc3c4ccccc4ccn3c2Cc2cccc(Cl)c2)cc1OC	-4	12	-9	0	-3	-25	-3	-34	-3.6	0
CCN(Cc1cc2cc(C)ccc2[nH]c1=O)C(=O)c1cccc([N+](=O)[O-])c1	3	-4	-4	0	-4	2	1	-4	-0.5	-2
O=C(CCc1nc(-c2ccccc2)no1)NCc1ccco1	-3	-5	-1	6	-4	-4	4	4	0.3	10
CCC(c1nnnn1CCc1ccccc1)N(Cc1ccco1)Cc1cc2c(C)ccc(C)c2[nH]c1=O (configuration not stated)	-6	2	-3	2	3	-2	3	1	0.0	1
COC(=O)Cc1c(C)nc2nc(NCc3ccccc3OC)[nH]n2c1=O	-4	1	-1	1	6	1	-1	0	0.1	2
CC(=O)c1cnc(SCc2ccc(Cl)cc2)nc1C	4	1	-6	5	3	-1	-2	-4	0.1	-3
COC(CNC(=O)c1ccc2c(=O)n(Cc3ccc(Cl)cc3)c(=S)[nH]c2c1)OC	0	2	1	11	2	3	2	2	0.1	-2
Clc1ccc(Nc2ncn[nH]2)cc1	0	4	-3	-10	6	0	-4	-6	-0.1	6
O=C(NCCCN1CCOCC1)c1sc2ccccc2c1Cl	-1	6	2	1	-2	1	4	2	0.3	4
CCOc1ccccc1NC(=O)CSCC(=O)Nc1ccccc1	5	4	-5	-6	-6	3	-2	5	0.7	-7
COc1cccc(NC(=O)NNS(=O)(=O)c2ccc(OC)cc2OC)c1	5	4	2	-9	0	3	-1	5	-0.1	4

Source: PubChem BioAssay (The Scripps Research Institute Molecular Screening Center)
